# Bioassay records: PubChem BioAssay, several laboratories
# Yfh1-off respiration – mitochondrial function rescue without frataxin homolog – Friedreich's ataxia, plus single-dose screen, dose response (AID 1465); one-dose fold induction at 50 µM; EC50 in µM for titrated hits; 220,000 tested, 0.074% active; S. cerevisiae Yfh1-off respiration, WST-1 reduction, 72 h; higher fold induction means a stronger effect;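 active = fold induction of absorbance versus untreated yeast above a set limit, then at least 30% activation at any dose in follow-up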;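 note: activators that raise dye reduction in frataxin-depleted yeast; strong numbers were not always called active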
# Autophagy HCS – modulators of autophagy; MEF GFP-LC3 puncta imaging; test concentration mostly 10 µM; 190,000 tested, 0.98% active; AID 463193; calls only at 10 µM (by protocol);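 active = percentage of spot-positive cells more than 3 SD above its plate mean, without a fluorescence outlier flag or 80% toxicity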;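 note: spot-positive cell cutoff set from DMSO-treated cells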
# Dynein transport – dynein cargo transport inhibition | z-score, hits read low | 220,000 tested, 0.47% active | 3617.4 mouse cells, GR-EGFP nuclear translocation imaging; test concentration mostly 20 µM; stimulated with dexamethasone, 1 µM; active compounds read low;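 active = plate z-score of nuclear minus cytoplasmic receptor signal below a set negative limit, without overly bright fluorescence or cell loss, cut at about -3.5 in these data, passing the limit was not always enough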;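 note: z-score of nuclear minus cytoplasmic ring GR-EGFP intensity difference per well; some compounds called inactive have numbers as strong as hits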
#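 medium = tetracycline-free induction medium containing charcoal-stripped FBS | probe or stimulus = dexamethasone, 1.0 µM final | timing = 48 h induction, then 1 h compound, then 30 min agonist, 37 °C | detection = automated 10x imaging of fixed Hoechst-stained cells | read-out basis = nuclear versus cytoplasmic GR-EGFP signal, averaged per well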
# bCat nuc transl – beta-catenin nuclear translocation modulation. HeLa beta-catenin nuclear translocation, immunofluorescence imaging. nuclear translocation activity, % at 5 µM. 190,000 tested, 0.3% active. AID 1665;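 active = nuclear translocation activity above 50% at 5 µM, with a well cell count of 50 or more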;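 note: per-cell ratio of nuclear to cytoplasmic median beta-catenin stain intensity; plate controls were DMSO negative control for no effect and GSK-3 inhibitor IX positive control for full effect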
#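 assay system = human HeLa cells, endogenous beta-catenin | times = compound treatment 24 h, 37°C, 5% CO2 | detection = Anti-beta-catenin immunofluorescence on PFA-fixed, Triton-permeabilized cells, DAPI nuclei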
# NOD2 inhibition – NOD2 signaling inhibitors, cell-based, luminescence, uHTS, HEK293 (AID 1566) | HEK293 NOD2/NF-kB luciferase reporter, luminescence; higher % means a stronger effect | inhibition, % at 4 µM; hits with a dose series show EC50 in µM | 290,000 tested, 0.63% active; in the data active = inhibition above about 50%; note: many of its hits are not listed in these tables
# Hep lipid drop – modulators of hepatic lipid droplet formation | AML12 mouse hepatocytes, oleate lipid droplets, BODIPY imaging | inhibition, % at 6.5 µM | 240,000 tested, 0.4% active | AID 1656;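 active = lipid droplet intensity inhibited by at least 50%, with more than 500 cells counted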
#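 Assay system: AML12 mouse liver cells | Compound dosing: One dose, 6.5 µM compound | Read-out basis: Droplet intensity reduction, % inhibition | Measured by: Fluorescence imaging, 20x objective, two fields per well | Schedule: Overnight treatment with compound plus oleate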
# Ins promoter up – MIN6 insulin promoter up-regulation; 190,000 tested, 0.3% active; MIN6 insulin promoter-GFP reporter, high-content imaging; active compounds read high; z-score at 5 µM;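 active = z-score above 3 at 5 µM with at least 500 cells counted in the well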
# MT stabilize HCS – stabilizes microtubules in HeLa cells; AID 2205; HeLa tubulin immunostaining HCS, 24 h; share of cells brighter than vehicle mean+2SD; 200,000 tested, 0.83% active; % tubulin-high responders, % at 10 µM;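 active = plate Z-score above 3 for both tubulin-high and condensed-nucleus cell shares, with cell loss under 80%, at 10 µM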;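 note: anti alpha tubulin signal scored within the nucleus-defined area of each cell; some results filed as inactive read as strong as hits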
# WT yeast gro inh – growth inhibition of WT yeast, mitochondrial fusion screen; mitochondrial fusion phenotypic screen, WT strain; inhibition, % at 10 µM; 190,000 tested, 2.1% active; AID 1362; in the data active = inhibition above about 58%; tested in S. cerevisiae
# WT yeast gro inh mutant strain – further read-out of WT yeast gro inh, marked with its call; inhibition, %; mitochondrial fusion phenotypic screen, mutant strain inhibition
# Dynein transport cytoplasmic EGFP – second read-out of Dynein transport, no call of its own (marks repeat the call); z-score; measured here: cytoplasmic GR-EGFP intensity; active compounds read high
# Dynein transport nuclear GR-EGFP – further read-out of Dynein transport, marked with its call; z-score; measured here: nuclear GR-EGFP intensity;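 lower value marks the stronger effect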
# Dynein transport cell count – further read-out of Dynein transport, marked with its call; z-score; measured here: cell count per field
# Ins promoter up cell count – further read-out of Ins promoter up, marked with its call; cell count; measured here: cytotoxicity, nuclei count;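 total cells summed across four imaged fields per well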
# Hep lipid drop cells 6.5 µM – also measured in Hep lipid drop; calls as there; cell count; measured here: cell count, cytotoxicity flag;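 cells counted across two imaged fields per well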
# bCat nuc transl cell count 5 µM – also measured in bCat nuc transl; calls as there; cell count; measured here: cell count, cytotoxicity flag
# MT stabilize HCS Hoechst-high % – also measured in MT stabilize HCS; calls as there; % Hoechst-high responders; measured here: nuclear condensation Hoechst responders;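 share of cells brighter than vehicle mean plus two SD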
# MT stabilize HCS cytotoxicity % – second read-out of MT stabilize HCS, no call of its own (marks repeat the call); toxicity, %; measured here: cytotoxicity by cell density;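 0% = mean cell density of plate MIN control wells and 100% = no cells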
# Autophagy HCS cell loss 18 h – second read-out of Autophagy HCS, no call of its own (marks repeat the call); toxicity, %; measured here: cell loss, nuclei count;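 cell loss after 18 h compound exposure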
# * = called active by the depositor; i = inactive; / = no result given.
SMILES,Yfh1-off respiration,Autophagy HCS,Autophagy HCS cell loss 18 h,Dynein transport,Dynein transport cytoplasmic EGFP,Dynein transport nuclear GR-EGFP,Dynein transport cell count,bCat nuc transl,bCat nuc transl cell count 5 µM,NOD2 inhibition,Hep lipid drop,Hep lipid drop cells 6.5 µM,Ins promoter up,Ins promoter up cell count,MT stabilize HCS,MT stabilize HCS Hoechst-high %,MT stabilize HCS cytotoxicity %,WT yeast gro inh,WT yeast gro inh mutant strain
CCOC(=O)C1CCCN(c2c(N3CCOCC3)c(=O)c2=O)C1 (stereo not drawn),i,i,-1,-0.85,-0.0074,-0.4,0.44,/,/,18%,/,/,-0.58,978,2.1,3.7,5.9,1,-4
CC(NC(=O)COC(=O)CCc1ccc(S(=O)(=O)N2CCOCC2)cc1)C1CC2CCC1C2 (stereo not drawn),i,i,-17,-0.79,-0.25,-0.45,1.1,0.3,878,2%,5,648,-0.8,1420,3.1,2.2,5.2,-2,6
Cc1ccc(CN2C(=O)CCSc3ccc(Cl)cc32)cc1,i,i,-22,-0.0074,-0.22,-0.31,0.8,-1.9,1461,14%,/,/,0.37,1440,3.9,1.1,4.3,22,0
O=C(COC(=O)CC1c2ccccc2CCN1S(=O)(=O)c1ccccc1)Nc1ccccc1 (stereo not drawn),i,i,-3,0.71,-0.22,0.61,-0.74,0.6,873,-9%,4,645,-0.94,1427,3.4,2.2,4.5,15,0
O=C1C=C(NCC2CCCO2)CC(c2ccccc2)C1 (stereo not drawn),i,i,13,-1.4,-0.2,-0.48,1.1,-4.6,1131,6%,/,/,-0.33,1056,2.8,2.4,9.4,2,-10
Cc1nc(Cl)cc(CS(=O)(=O)c2ccc(Cl)cc2)n1,i,i,4,0.44,-0.31,0.062,0.18,2.5,1033,-4%,-4,688,0.01,1153,3.2,2.1,12,-5,3
COc1ccc(C2C(Oc3ccccc3C)C(=O)N2Cc2ccc(F)cc2)cc1OC (stereo not drawn),i,i,-21,-0.46,0.12,-0.34,-0.49,0.9,1027,8%,2,657,-5.2,587,4.2,2.3,6.3,-10,-1
CCN1C(C)=C(C)S/C1=C1\SC(=S)N(C2CCCCC2)C1=O,i,i,-1,1.3,0.12,0.71,-0.37,0.2,1528,5%,14,670,0.32,1477,3.1,2.6,6.4,-8,3
O=C(NCCCO)c1ccc(CSc2nc3ccccc3c(=O)[nH]2)cc1,i,/,/,-1.2,-0.3,-0.23,1.4,-1.6,1317,15%,0,722,-0.27,920,/,/,/,/,/
COc1ccccc1Nc1nc2c(C)cccc2cc1C#N,i,i,-20,1.5,0.16,0.39,-0.061,/,/,-11%,/,/,/,/,2.2,1.1,2.2,-6,-1
COc1cc(C(=O)Nn2c(O)c(C3=c4ccccc4=NC3=O)sc2=S)ccc1O,i,/,/,-0.74,-0.21,0.43,0.22,-0.2,1312,22%,1,764,-0.05,1120,/,/,/,/,/
Cc1cnc(NC(=O)C2CCCC2)s1,i,i,4,-0.62,-0.23,-0.12,1,5.2,1354,17%,/,/,0.29,1390,3.8,2.1,3.7,-9,-16
N#CC(C#N)=Cc1cccn1-c1ccc(S(N)(=O)=O)cc1,i,i,-3,-1.1,-0.31,-0.95,1,-0.3,1093,5%,36,674,1,1216,3.3,1.0,0.6,3,-5
CNC(=S)N/N=C(\C)c1cccc([N+](=O)[O-])c1,i,i,5,-0.68,-0.17,-0.49,-0.11,0.6,1084,-16%,-12,625,0.14,1425,3.5,1.8,6.2,10,18
O=C(CNC(=S)N(Cc1ccccc1F)C1CCCCC1)NC1CC1,i,i,-17,1.6,-0.22,1.3,-1,/,/,-7%,9,713,0.14,908,1.3,0.6,5.8,3,10
Cc1ccc(OCCC(=O)Nc2c(C)n(C)n(-c3ccccc3)c2=O)cc1,i,i,-10,-0.11,-0.28,-0.69,0.52,/,/,12%,2,640,/,/,3.3,1.6,9.3,0,6
COC(=O)c1ccc(CSc2ccc3nnc(-c4cccnc4)n3n2)o1,/,/,/,/,/,/,/,2.8,957,-27%,-4,585,0.25,1476,/,/,/,/,/
Cc1nc(C(=O)Nc2cccc(Cl)c2)nn1-c1cc(OC(C)C)c(Cl)cc1Cl,i,i,-1,0.71,-0.22,-0.24,0.64,2.7,930,-3%,-8,654,-0.36,897,1.9,1.3,2.3,67*,33*
CC(=O)N(C(C)=O)N1C(=O)c2cccc3c(N4CCOCC4)ccc(c23)C1=O,i,i,7,-1.1,0.02,-0.56,0.34,-1.4,1003,3%,4,674,-0.34,1403,1.1,1.8,4.4,0,5
O=C(Nc1cccc(-c2cn3ccccc3n2)c1)c1cnccn1,i,i,0,1,-0.24,1.1,-1.8,-2.4,540,-2%,0,758,/,/,6.9,11,98,-15,8
Cc1ccccc1C(=O)Nc1ccccn1,i,i,-7,1.8,-0.03,0.85,-0.55,0.0,1046,-8%,1,579,0.09,1764,2.0,1.4,5.8,-15,-3
Cc1nn(-c2ccccc2)c(N2CCCC2)c1/C=N/Nc1ccc(S(N)(=O)=O)cc1[N+](=O)[O-],i,i,23,-1.6,-0.21,-0.9,0.16,0.0,999,-29%,29,681,-1.1,1086,5.7,1.9,2.3,21,15
CC(C)NC(=O)CCNS(=O)(=O)c1ccc(Br)cc1,i,i,17,0.12,-0.26,0.23,-0.9,-3.9,974,9%,/,/,0.37,1665,5.7,2.5,2.9,-6,-17
O=C(O)CN(c1ccc(F)cc1)S(=O)(=O)c1ccc2c(c1)OCCO2,i,i,9,1.3,-0.48,0.38,-0.13,-0.8,895,2%,/,/,0.51,1175,4.0,1.8,0.8,-14,-8

# Compound profiles, as listed above.
# `COc1ccc(C2C(Oc3ccccc3C)C(=O)N2Cc2ccc(F)cc2)cc1OC` (stereo not drawn) as listed: Yfh1-off respiration: i; Autophagy HCS: i; Autophagy HCS cell loss 18 h: -21; Dynein transport: -0.46; Dynein transport cytoplasmic EGFP: 0.12; Dynein transport nuclear GR-EGFP: -0.34; Dynein transport cell count: -0.49; bCat nuc transl: 0.9; bCat nuc transl cell count 5 µM: 1027; NOD2 inhibition: 8%; Hep lipid drop: 2; Hep lipid drop cells 6.5 µM: 657; Ins promoter up: -5.2; Ins promoter up cell count: 587; MT stabilize HCS: 4.2; MT stabilize HCS Hoechst-high %: 2.3; MT stabilize HCS cytotoxicity %: 6.3; WT yeast gro inh: -10; WT yeast gro inh mutant strain: -1
# `COc1ccccc1Nc1nc2c(C)cccc2cc1C#N` as listed: Yfh1-off respiration: i; Autophagy HCS: i; Autophagy HCS cell loss 18 h: -20; Dynein transport: 1.5; Dynein transport cytoplasmic EGFP: 0.16; Dynein transport nuclear GR-EGFP: 0.39; Dynein transport cell count: -0.061; bCat nuc transl: /; bCat nuc transl cell count 5 µM: /; NOD2 inhibition: -11%; Hep lipid drop: /; Hep lipid drop cells 6.5 µM: /; Ins promoter up: /; Ins promoter up cell count: /; MT stabilize HCS: 2.2; MT stabilize HCS Hoechst-high %: 1.1; MT stabilize HCS cytotoxicity %: 2.2; WT yeast gro inh: -6; WT yeast gro inh mutant strain: -1

# (list continues)
SMILES,Yfh1-off respiration,Autophagy HCS,Autophagy HCS cell loss 18 h,Dynein transport,Dynein transport cytoplasmic EGFP,Dynein transport nuclear GR-EGFP,Dynein transport cell count,bCat nuc transl,bCat nuc transl cell count 5 µM,NOD2 inhibition,Hep lipid drop,Hep lipid drop cells 6.5 µM,Ins promoter up,Ins promoter up cell count,MT stabilize HCS,MT stabilize HCS Hoechst-high %,MT stabilize HCS cytotoxicity %,WT yeast gro inh,WT yeast gro inh mutant strain
Cc1cccc(C)c1NC(=O)CSc1nnc(Cn2nnc(-c3ccccc3)n2)n1-c1ccccc1,i,i,42,-0.42,-0.19,-0.12,0.88,2.5,811,16%,/,/,/,/,1.2,1.3,9.8,-11,5
NC(=O)CSc1nnc(-c2ccc(S(=O)(=O)N3CCCCC3)cc2)n1-c1ccccc1,i,i,0,-0.069,-0.24,-0.3,0.34,/,/,-7%,6,783,/,/,0.4,1.6,15,2,4
O=C(NC1CCCc2ccccc21)c1cncc(Br)c1 (stereo not drawn),i,i,4,1.3,-0.18,0.85,-0.65,/,/,22%,-4,703,1.4,706,2.4,1.7,4.1,11,7
CCc1c(C)sc(NC(=O)C2CCCO2)c1C#N (stereo not drawn),i,i,-6,0.23,-0.23,0.099,0.29,0.3,1153,9%,11,701,-0.06,1195,4.1,2.0,5.6,-3,-9
Clc1ccc(OCc2cc(-c3ccccc3)no2)c(Cl)c1,i,i,24,1.1,-0.18,-0.045,-0.36,-6.4,1105,-182%,6,665,0.23,1746,2.0,1.2,2.2,-16,-17
C=CCn1c(C)cc(C(=O)CSc2nnc(-c3cccc(S(=O)(=O)N(CC)CC)c3)o2)c1C,/,i,37,1.6,-0.41,1,0.15,-2.2,1154,14%,-10,695,-3.7,850,3.8,2.3,13,3,3
CC1Cc2ccccc2N1C(=O)CCNS(=O)(=O)c1ccc2c(c1)CCC(=O)N2 (stereo not drawn),i,i,3,0.11,-0.25,0.0093,0.35,3.3,527,16%,/,/,-0.58,1038,2.7,2.8,5.9,6,-11
O=C(CSc1ccc(Br)cc1)Nc1ccccc1Oc1ccccc1,i,i,-4,-0.64,-0.3,-0.58,0.57,0.7,1047,10%,-41,652,0.48,1510,4.1,3.3,8.4,-7,-10
COc1ccc(CC(=O)NNC(=O)COc2ccc3ccccc3c2)cc1,i,i,10,-0.74,-0.29,-0.55,1.9,/,/,1%,-7,629,1.1,1226,2.4,1.2,13,4,12
COC(=O)c1sc(NC(=O)C2CCCO2)c(C(=O)OC)c1C (stereo not drawn),i,i,-7,-0.46,-0.17,-0.46,-0.62,/,/,7%,2,697,-1.3,1278,2.2,1.5,3.4,0,-21

# A portion of the library, so the mix of outcomes need not match the whole.
